# Bioassay records (PubChem)
# PTHR1 ag = PTHR1 (human) receptor agonism; Q03431; HEK293 GP2 PTHR1 cells, GloSensor cAMP luminescence, 1 h; Potency, µM (doses to about 115 µM), without a hit: top-dose activation, most hits filed as activators; hit rate 0.075% among 410,000; also: potency is read from the fitted curve at half-maximal effect; nearly all actives have a fitted effect of over 55% in size; some results filed as inactive show a strong effect at the top dose; inactives centre near -15; many of its hits are not listed in these tables
# Target sequence (Q03431 whole entry, looked up): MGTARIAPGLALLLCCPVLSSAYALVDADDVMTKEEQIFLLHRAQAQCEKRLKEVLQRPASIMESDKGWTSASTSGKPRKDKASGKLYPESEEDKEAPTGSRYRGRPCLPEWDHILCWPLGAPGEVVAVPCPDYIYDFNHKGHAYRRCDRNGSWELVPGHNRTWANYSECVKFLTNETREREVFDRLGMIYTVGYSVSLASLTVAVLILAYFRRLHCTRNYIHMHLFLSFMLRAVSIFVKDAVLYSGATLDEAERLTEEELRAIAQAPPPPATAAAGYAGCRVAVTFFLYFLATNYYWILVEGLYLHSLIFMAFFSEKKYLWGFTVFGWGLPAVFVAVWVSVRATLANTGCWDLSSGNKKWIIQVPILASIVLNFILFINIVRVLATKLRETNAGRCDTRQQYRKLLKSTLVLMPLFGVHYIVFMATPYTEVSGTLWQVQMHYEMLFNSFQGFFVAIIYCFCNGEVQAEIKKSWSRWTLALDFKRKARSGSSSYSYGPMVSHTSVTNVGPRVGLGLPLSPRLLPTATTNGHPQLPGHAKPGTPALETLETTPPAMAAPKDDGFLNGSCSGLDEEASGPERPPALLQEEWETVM
#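 HEK-293-derived GP2 cells expressing PTHR1 and a GloSensor cAMP reporter, 3,000/well, plated overnight, given luciferin plus IBMX (each 0.5 mM as added) for 1 h at 37 °C, then compound for 1 h at 37 °C. Luminescence was read after 15 min at room temperature.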
# Abeta yeast res = A-beta toxicity reversal in yeast; Potency, µM (top dose mostly 46.1 µM), for the others: at the top dose growth rescue, actives largely listed as activators; yeast expressing A-beta42, growth rescue, OD600, 48 h; response scale: 0% DMSO, 100% iron-clioquinol control; AID 1347071; hit rate 0.063% among 410,000; also: potency is read from the fitted curve at half-maximal effect; nearly all actives have a fitted effect of over 55% in size
#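 Yeast A-beta toxicity model in growth medium with pinned compounds, 48 h at 30 C; growth read as absorbance at 600 nm. Normalized to FeCl3/clioquinol equimolar mix (positive) and DMSO (negative).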
# aSyn rescue = alpha-synuclein toxicity inhibition in yeast | Yeast expressing alpha-synuclein, growth rescue, BacTiter-Glo, 24 h | Potency, µM (titrated, usually from 46.1 µM), inactives show at the highest dose growth rescue (activation), most hits filed as activators | hit rate 0.14% among 370,000 | AID 652106; also: potency is read from the fitted curve at half-maximal effect; % of control where 0% means no effect; nearly all actives have a fitted effect of over 65% in size
#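 Rescue of yeast growth: cells expressing toxic alpha-synuclein, induced in galactose at OD600 0.02, incubated with compound 24 h at 30 C. ATP luminescence quantified growth; inhibitors of toxicity appear as activators.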
# GLP1R ag = activates the human GLP-1 receptor. P43220. HEK293 GLP-1R CRE-luciferase, luminescence, 4-6 h; cells express a hypersensitive GLP-1R form. Potency, µM (top dose mostly 45.6 µM), inactives show at the highest dose activation, usual class: activators. hit rate 0.007% among 380,000; also: potency is read from the fitted curve at half-maximal effect; % of control where 0% means no effect
# FUS suppressor = FUS proteinopathy suppression in yeast; AID 1347120; hit rate 0.24% among 390,000; S. cerevisiae FUS-expressing, growth rescue, OD600, 24 h; Potency, µM (highest dose often 76.6 µM), for the others: at the highest dose growth rescue (activation), hits mostly activators;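 also: potency is read from the fitted curve at half-maximal effect; plate controls were DMSO vehicle for no effect and reference control for full effect; nearly all actives have a fitted effect of over 55% in size; some results filed as inactive show a strong effect at the top dose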
#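 Yeast expressing FUS under galactose induction, OD 0.005 in 2% galactose medium; compounds in a dilution series, 24 h at 30C. Growth rescue by absorbance at 600 nm; CP55940 positive control, DMSO negative.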
# D3 antag = antagonists of human D3 dopamine receptor. D3R cells, DiscoveRx beta-arrestin luminescence, antagonist mode; stronger effect = lower value. AID 652054. max response, negative = inhibition, %. hit rate 2.5% among 360,000; in the data active = max response below about -50%; inconclusive = no clear call, values can overlap the other calls; also: % is scaled to controls: 0 for no effect and ±100 for the full control effect; mostly tested at two doses, the higher about 12 µM
# Target sequence (P35462 whole entry, looked up): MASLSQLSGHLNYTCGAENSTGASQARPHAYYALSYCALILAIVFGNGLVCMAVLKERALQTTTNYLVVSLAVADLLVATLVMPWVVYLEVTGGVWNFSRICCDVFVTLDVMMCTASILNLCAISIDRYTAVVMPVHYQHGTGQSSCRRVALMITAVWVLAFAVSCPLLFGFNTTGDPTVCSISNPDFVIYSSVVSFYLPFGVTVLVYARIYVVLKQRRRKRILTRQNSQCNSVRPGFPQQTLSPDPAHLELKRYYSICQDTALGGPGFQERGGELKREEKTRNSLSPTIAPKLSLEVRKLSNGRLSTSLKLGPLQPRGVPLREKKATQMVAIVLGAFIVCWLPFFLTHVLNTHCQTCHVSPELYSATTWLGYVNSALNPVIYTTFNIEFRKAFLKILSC
#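 Cells expressing the human receptor were seeded at 1500 cells/well, incubated overnight at 37 degrees C in 5% CO2, then exposed to library compounds with dopamine controls for 90 minutes at 37 degrees C before luminescent detection.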
# pAkt inh = blocks phosphorylation of Akt. Neuro2A IGF-stimulated pAkt S473 HTRF, 20 min; stronger effect = lower value. activity change, % for hits at 50 µM. hit rate 0.32% among 360,000. AID 651550; in the data active = activity change below about -80%; inconclusive = mostly about -51% to -80%; also: % is scaled to controls: 0 for no effect and ±100 for the full control effect
#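 Single-point screen (50 µM final compound) in Neuro2A cells stimulated 20 min with 6 nM IGF at 37 deg C. After lysis, Ser473-phosphorylated Akt read by HTRF (ex 330 nm, em 615/665 nm) as the 665/615 ratio.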
# GLP1R inv ag = acts as inverse agonist at human GLP-1 receptor | HEK293 GLP-1R CRE-luciferase, luminescence, 24 h; GLP-1R form is constitutively active | Potency, µM (titrated, usually from 38.3 µM), without a hit: top-dose activity change, negative = inhibition, hits mostly inhibitors | hit rate 1.6% among 410,000 | AID 624417; also: potency is read from the fitted curve at half-maximal effect; % is scaled to controls: 0 for no effect and ±100 for the full control effect; nearly all actives have a fitted effect of over 55% in size
#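 Readout was luciferase luminescence, measured 12 min after detection reagent at room temperature. Beforehand, GLP-1R reporter HEK293 cells had sat 12 h, then received compounds for 24 hr at 37 deg C.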
# TDP-43 yeast inh = inhibitors of TDP-43 toxicity in yeast. hit rate 1.8% among 410,000. Potency, µM (series often up to 46.1 µM), inactives show at the highest dose growth rescue (activation), most hits filed as activators. AID 652104. TDP-43 expressing yeast growth rescue, BacTiter-Glo, 24 h; also: potency is read from the fitted curve at half-maximal effect; % of control where 0% means no effect; nearly all actives have a fitted effect of over 50% in size
#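 Cell-based yeast growth screen: TDP-43 expression induced in galactose, inoculum OD600=0.02 after raffinose pregrowth to mid-log. Read-out BacTiter-Glo luminescence at 24 hr, 30 deg C; inhibition of toxicity seen as signal increase.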
# An asterisk follows results filed as active; i = inactive; ? = inconclusive; . = no result given; [ ] = remark or other dose. Unless noted, calls follow the shape of the dose curve; as a rule, active = well fitted curve in the direction sought with a large enough effect; inconclusive = small, poorly fitted or top-dose-only effect, or another doubt; inactive = no such curve, though single readings can be large; an effect the other way counts as inactive or inconclusive. A portion of the library; the hit share may differ from the screen's.
SMILES,PTHR1 ag,Abeta yeast res,aSyn rescue,GLP1R ag,FUS suppressor,D3 antag,pAkt inh,GLP1R inv ag,TDP-43 yeast inh
O=c1cc(-c2ccccc2[N+](=O)[O-])oc2ccccc12,-14%,-10%,0%,9%,4%,-6,i,?,25%
CC(=O)c1c(C)[nH]c(C(=O)OCC(=O)NCc2ccc3c(c2)OCO3)c1C,-24%,-4%,2%,-3%,-9%,14,i,8%,7%
O=C(O)c1ccc2c(=O)n3c(nc2c1)/C(=C/c1cccc(Cl)c1Cl)CCCC3,-32%,-76%[inhibitor],8%,-4%,.,-20,i,?,7%
Cc1cc(NC(=O)CN2CC(C)OC(C)C2)n(-c2nc3ccccc3s2)n1 (stereo not given),i,14%,7%,1%,2%,134,i,15%,-8%
O=C(Nc1cc(-c2nc3ncccc3o2)ccc1Cl)c1cccs1,-23%,-13%,-10%,17%,29%,10,i,?,0%
COc1ccccc1C(CNC(=O)c1cccc(S(=O)(=O)Nc2ccc(C)cc2)c1)N(C)C (stereo not given),-14%,1%,2%,-3%,.,-16,i,?,14%
O=c1[nH]c2ccccc2n1CCCSCCCn1c(=O)[nH]c2ccccc21,-9%[57.5 µM],0%,-2%,-12%,31%,18,i,8%,15%
O=C(C(=O)N1CCCc2ccccc21)c1c[nH]c2ccccc12,i,7%,6%,0%,1%,8,i,?,9%
CCN=C(NCC)SC1CC(=O)N(CCc2ccccc2)C1=O (stereo not given),-52%[inhibitor],-5%,-16%,8%,9%,-9,i,-2%,-25%
Cc1ccc([C@H]2C[C@@H](n3cc(COC(=O)c4ccccc4)nn3)[C@H](O)CN2Cc2cccs2)cc1,-27%,10%,7%,4%,-13%,-5,i,-3%,23%
CCOc1ccc(NC(=O)CSc2nc(-c3cccs3)cc(C(F)(F)F)c2C#N)cc1,i,-9%,.,.,-26%,.,.,2%,2%
CC(C)N1C(=O)CCC1C(=O)N1CCCc2ccccc21 (stereo not given),i,-25%,-1%,-24%,17%,-24,i,0%,-6%
COC(=O)c1c(NC(=O)c2nc(SCc3ccccc3C)ncc2Cl)sc2c1CCCC2,22%,-12%,.,.,-4%,.,.,9%,-27%
O=C1CC(SCc2nc3ccccc3[nH]2)C(=O)N1c1cccc(F)c1 (stereo not given),i,-5%,-1%,-21%,.,37,i,7%,?
COc1ccc2c(C)c(CCC(=O)NCc3ccc(Cl)cc3)c(=O)oc2c1C,-78%[inhibitor],-7%,.,.,-13%,.,.,4%,-4%
CCn1c(SCC(=O)Nc2ccc3c(c2)OCO3)nc2ccccc21,-9%[57.5 µM],10%,3%,18%,2%,2,i,-30%,?
O=[N+]([O-])c1cccc(-n2cc3ccc([N+](=O)[O-])cc3n2)c1,-5%,-1%,-1%,-6%,.,-23,i,21%,26%
COc1ccccc1NC(=O)c1cc2ccc3cccnc3c2[nH]1,-43%[inhibitor],-41%[inhibitor],.,.,?,.,.,-14%,14µM*
Cc1cc(=O)oc2c(C)c(OCC(=O)N3CCN(c4ccccc4)CC3)ccc12,-6%,12%,5%,8%,4%,1,i,3%,25%
Cc1ccc(-c2nnc(N3CCOCC3)c3ccccc23)cc1S(=O)(=O)N(C)C,-65%,-6%,-6%,7%,11%,5,i,3%,-19%
COc1ccc(CN2CCN(Cc3cn(C)nc3-c3ccccc3)CC2CCO)c(C)c1C (stereo not given),-4%,-19%,-1%,7%,7%,-3,i,10%[7.66 µM],-19%[9.22 µM]
Cc1ccc(S(=O)(=O)N(C(=O)c2ccco2)c2cc3sc(=O)oc3c3ccccc23)cc1,i,0%,9%,-13%,.,-4,i,37%[activator],?
O=C(c1cc(COc2cccc(C(F)(F)F)c2)on1)N1CCC(Oc2cccnc2)CC1,-40%[inhibitor],18%,2%,13%,?,-1,i,?,?
O=C(O)C1CCCCC1C(=O)NCCCCc1ccccc1 (stereo not given),-15%[57.5 µM],19%,7%,-2%,-24%,-13,i,1%,14%
CCOC(=O)C1=C(COC(=O)CCc2ccccc2)NC(=O)NC1C (stereo not given),-22%,4%,-2%[1.84 µM],15%,17%,-23,i,0%,-7%

# Some of these compounds in order of molecular weight, rising.
SMILES,PTHR1 ag,Abeta yeast res,aSyn rescue,GLP1R ag,FUS suppressor,D3 antag,pAkt inh,GLP1R inv ag,TDP-43 yeast inh
O=c1cc(-c2ccccc2[N+](=O)[O-])oc2ccccc12,-14%,-10%,0%,9%,4%,-6,i,?,25%
COc1ccccc1NC(=O)c1cc2ccc3cccnc3c2[nH]1,-43%[inhibitor],-41%[inhibitor],.,.,?,.,.,-14%,14µM*
O=c1[nH]c2ccccc2n1CCCSCCCn1c(=O)[nH]c2ccccc21,-9%[57.5 µM],0%,-2%,-12%,31%,18,i,8%,15%
Cc1ccc(-c2nnc(N3CCOCC3)c3ccccc23)cc1S(=O)(=O)N(C)C,-65%,-6%,-6%,7%,11%,5,i,3%,-19%
CCOc1ccc(NC(=O)CSc2nc(-c3cccs3)cc(C(F)(F)F)c2C#N)cc1,i,-9%,.,.,-26%,.,.,2%,2%

# (more compounds)
SMILES,PTHR1 ag,Abeta yeast res,aSyn rescue,GLP1R ag,FUS suppressor,D3 antag,pAkt inh,GLP1R inv ag,TDP-43 yeast inh
CN(C)C(=O)c1cn(-c2ccc(Cl)cc2)c(=O)c2ccccc12,i,6%,2%,6%,-21%,14,i,-6%,-9%
CC(=O)c1cccc(NC(=O)c2oc(C)nc2C)c1,-8%[57.5 µM],8%,-1%,-7%,28%,-10,i,45%[activator],0%
COc1ccc(C)cc1NC(=O)Nc1cc(C(=O)NCc2ccc(C)cc2)ccc1N1CCCC1,i,-11%,.,.,19%,.,.,1%,11%
COc1ccccc1-c1csc(C(O)c2ccc(F)cc2)n1 (stereo not given),-13%,18%,27%,0%,-2%,?,i,-27%,?
CCc1ccc(NC(=S)N(Cc2cccc(Br)c2)CC2CCC(C(=O)O)CC2)cc1 (stereo not given),-28%,-6%,7%,11%,36%,-15,i,?,?
CSc1ccc(CN2CCN(C(=O)c3ccc([N+](=O)[O-])cc3)CC2)cc1,-37%,-8%,6%,14%,12%,-9,i,?,-19%[9.22 µM]
COc1ccc(CC(=S)NCCc2ccccc2)cc1,-55%,?,-5%,18%,-7%,-7,i,-12%,0%
CC(C)(C)N=C1NN=C(c2cc3ccccc3o2)CS1,-34%[inhibitor],6%,4%,-25%,.,9,i,?,21%
Cc1ccc(Cn2nnnc2CN2CCC(NC(=O)C(C)(C)C)CC2)cc1,15%,-14%,1%,2%,10%,-11,i,-9%,-12%
Cc1cc(Br)cc(C)c1OCC(=O)NNC(=O)c1cccs1,-16%,9%,-7%,-8%,2%,1,i,-7%,-2%
Cc1c(Cl)cccc1NC(=S)NC1CCN(Cc2ccccc2)CC1,-16%,0%,3%,-6%,-6%,-72*,i,?,3%
O=C(NCCc1ccccc1)C(=O)c1cn(CC(=O)N2CCCC2)c2ccccc12,i,-2%,-2%,-5%,.,-16,i,?,21%
Fc1nc(F)c(F)c(NCCCNc2c(F)c(F)nc(F)c2F)c1F,-50%[inhibitor],?,4%,3%,-3%,0,i,?,3%
Cc1nc(CCNC(=O)CC2C(=O)NCCN2Cc2ccccc2)nc2c1CCC2 (stereo not given),i,12%,-3%,4%,20%,3,i,8%,0%
CCNc1nc(Cl)nc(NC2CCCCC2)n1,10%,13%,-8%,52%,6%,3,i,16%,13µM*
COc1c(C)cc(C(=O)C2CCCN(S(=O)(=O)c3c(C)noc3C)C2)cc1C (stereo not given),-40%[inhibitor],0%,1%,11%,5%,10,i,-29%,?
CN(C(=O)COC(=O)/C=C/c1ccc2ccccc2n1)C1CCS(=O)(=O)C1 (stereo not given),i,-4%,-3%,-1%,17%,-4,i,-2%[7.66 µM],-5%[9.22 µM]
CC(C)C(c1nnnn1Cc1ccccc1)N1CCN(Cc2ccc3c(c2)OCO3)CC1 (stereo not given),-11%,18%,-3%,5%,-22%,-7,i,8.9µM*,7%
COc1ccc(Sc2ccc(/C=C3\C(=O)NN(c4ccccc4)C3=O)o2)cc1,-29%,3%,-1%,-2%,.,-14,i,?,-1%

# As a working copy, 2 of the compounds above:
SMILES,PTHR1 ag,Abeta yeast res,aSyn rescue,GLP1R ag,FUS suppressor,D3 antag,pAkt inh,GLP1R inv ag,TDP-43 yeast inh
CC(C)C(c1nnnn1Cc1ccccc1)N1CCN(Cc2ccc3c(c2)OCO3)CC1 (stereo not given),-11%,18%,-3%,5%,-22%,-7,i,8.9µM*,7%
COc1ccc(Sc2ccc(/C=C3\C(=O)NN(c4ccccc4)C3=O)o2)cc1,-29%,3%,-1%,-2%,.,-14,i,?,-1%
